# DAX1 inh-1: NR0B1 (DAX1) inhibition. AID 504766. inhibition, % at 6.75 µM. 340,000 compounds, 0.99% hits. HEK293 Gal4-DAX1 luciferase reporter, luminescence. P51843;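 active = inhibition above the mean over all tested compounds plus 3 SD, cut at about 4.2% in these data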;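 note: 0% = DAX1-transfected cells with DMSO and 100% = empty-vector control cells with DMSO; inhibition shows as a rise in luminescence from relieved DAX1 repression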
# Target sequence (P51843 207-470 limits assumed): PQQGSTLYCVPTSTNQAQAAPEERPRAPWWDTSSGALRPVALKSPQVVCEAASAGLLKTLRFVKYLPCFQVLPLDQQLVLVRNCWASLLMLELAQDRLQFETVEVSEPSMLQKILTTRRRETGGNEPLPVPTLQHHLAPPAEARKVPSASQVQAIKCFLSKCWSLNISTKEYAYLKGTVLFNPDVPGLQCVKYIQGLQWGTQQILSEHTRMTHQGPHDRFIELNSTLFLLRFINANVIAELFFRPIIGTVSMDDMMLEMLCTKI
# ssDAF12 agonist: activators of S. stercoralis DAF-12 nuclear receptor | HEK293 ssDAF-12/GRIP1 lit1-tk-luc reporter, luminescence; % of 3 µM dafachronic acid response | activation, % at 6.8 µM | 370,000 compounds, 1% hits | AID 652126;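 active = activation above the mean over all tested compounds plus 3 SD, cut at about 0.9% in these data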;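 note: 0% = DMSO-only wells and 100% = 3 µM delta7-dafachronic acid wells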
# PLCg1 inh: inhibitors of human phospholipase C gamma1. P19174. purified PLC-gamma1, fluorogenic substrate, fluorescence. inhibition, % at 12.2 µM. 370,000 compounds, 0.84% hits. AID 720700; in the data active = inhibition above about 9.5%
# hgDAF12 agonist: hgDAF-12 agonism, primary luciferase screen; HEK293 GAL4-hgDAF12 UAS-luciferase reporter, agonist luminescence; normalized to butyrate control; activation, % at 6.8 µM; 370,000 compounds, 1.8% hits; AID 687014;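 active = activation above a cutoff set at the mean of all screened compounds plus 3 SD, cut at about 10% in these data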;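 note: 0% = DMSO wells and 100% = sodium butyrate wells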
# DAX1 inh-2: blocks DAX1 repression of SF-1 activated StAR promoter | 370,000 compounds, 1.1% hits | inhibition, % at 6.8 µM | AID 652010 | HEK293T StAR-luciferase reporter, SF-1/DAX-1 repression relief;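 active = inhibition above the mean over all tested compounds plus 3 SD, cut at about 3.6% in these data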;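 note: 0% = DAX-1 cells with DMSO and 100% = cells lacking DAX-1 with DMSO; higher inhibition means more luminescence from relief of DAX-1 repression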
# ADAM17 inh: ADAM17 inhibition, QFRET primary screen. AID 720648. inhibition, % at 6.95 µM. 370,000 compounds, 0.83% hits. recombinant ADAM17, EDANS/DABCYL FRET peptide cleavage. P78536;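 active = inhibition above the mean of compounds lying between control limits plus 3 SD, set per campaign, cut at about 8.5% in these data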;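 note: 0% = DMSO-only wells as the low control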
# Target sequence (P78536 215-824 limits assumed): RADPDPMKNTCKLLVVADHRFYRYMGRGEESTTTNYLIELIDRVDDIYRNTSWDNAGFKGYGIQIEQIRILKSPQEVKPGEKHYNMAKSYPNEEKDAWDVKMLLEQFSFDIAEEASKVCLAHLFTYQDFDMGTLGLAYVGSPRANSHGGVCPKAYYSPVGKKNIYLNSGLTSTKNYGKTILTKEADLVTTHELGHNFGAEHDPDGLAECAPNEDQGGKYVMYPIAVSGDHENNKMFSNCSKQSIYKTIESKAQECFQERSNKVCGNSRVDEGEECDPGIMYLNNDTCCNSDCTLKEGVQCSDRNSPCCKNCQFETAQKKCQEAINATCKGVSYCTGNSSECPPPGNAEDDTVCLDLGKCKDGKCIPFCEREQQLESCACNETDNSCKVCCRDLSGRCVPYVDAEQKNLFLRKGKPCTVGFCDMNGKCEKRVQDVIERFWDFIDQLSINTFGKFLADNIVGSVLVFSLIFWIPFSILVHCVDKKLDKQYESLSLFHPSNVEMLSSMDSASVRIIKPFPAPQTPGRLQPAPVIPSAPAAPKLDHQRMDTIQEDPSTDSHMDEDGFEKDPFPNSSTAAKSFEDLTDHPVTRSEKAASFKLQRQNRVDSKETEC
# SMARCA2 activ: activators of SMARCA2 function; MG213 cells, MMTV-luciferase reporter, dexamethasone, overnight; activation, % at 9.1 µM; 370,000 compounds, 1% hits; in the data active = activation above about 7.8%;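 note: 0% = vehicle wells and 100% = reference activator wells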
# PLC-beta3 inh: blocks human PLC-beta3 enzyme activity; Q01970; Purified PLC-beta3, fluorogenic substrate, fluorescence; inhibition, % at 12.2 µM; 370,000 compounds, 0.18% hits; AID 720704; in the data active = inhibition above about 11%;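 note: 0% = median of compound wells on plate and 100% = full blocker control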
# hcDAF12 agonist: activates DAF-12 receptor from parasite H. contortus; HEK293 hcDAF-12 lit1-tk-luc reporter, luminescence; 0% DMSO, 100% Δ7-dafachronic acid; activation, % at 6.8 µM; 370,000 compounds, 1.4% hits; AID 652067;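 active = activation above the mean of all tested compounds plus 3 SD, cut at about 5.5% in these data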;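 note: 100% = response to 3 µM Δ7-dafachronic acid high control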
# MBD2 DNA inh: inhibitors of human MBD2 binding to methylated oligonucleotide | inhibition, % at 4.4 µM | 370,000 compounds, 0.31% hits | TR-FRET | Q9UBB5; in the data active = inhibition above about 13%
# Rev-erbA mod: Rev-erb alpha (human) modulation; activity, % at 10 µM; P20393; 370,000 compounds, 0.79% hits; Rev-erbα–FITC-DNA binding, fluorescence polarization, 90 min;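 active = activity above about 14%, limit read from the data; passing the limit was not always enough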;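 note: 0% = DMSO wells with 35 nM protein and 100% = DMSO wells with 750 nM protein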
# An asterisk follows results filed as active; / = no result given.
Compound	DAX1 inh-1	ssDAF12 agonist	PLCg1 inh	hgDAF12 agonist	DAX1 inh-2	ADAM17 inh	SMARCA2 activ	PLC-beta3 inh	hcDAF12 agonist	MBD2 DNA inh	Rev-erbA mod
COc1cccc(NC(=O)Cn2nnc(C(=O)Nc3ccccc3)c2N)c1	-0.6	0.7	1	2.2	-0.8	5	1	3	-1.0	-6	0
CCN1C(=O)C2C(c3ccccc3F)NC(Cc3ccc(O)cc3)(C(=O)OC)C2C1=O (centres undefined)	-2.0	-1.2	1	-3.0	-1.1	-2	-1	5	-1.9	-2	3
OC(COc1ccccc1)Cn1c2ccccc2c2ccccc21 (centres undefined)	-0.6	-1.5	0	1.7	0.7	6	-2	-1	-0.6	2	-1
CCCCOC(=O)C1Cc2ccccc2C(=O)O1 (centres undefined)	-0.2	-1.2	-4	-1.9	0.3	2	-2	-4	-1.6	-3	4
O=C(CN1C2=NCCCN2c2ccccc21)c1ccc([N+](=O)[O-])cc1	0.5	-1.2	9.6*	-3.6	-1.5	5	0	8	-2.3	-3	4
COc1ccccc1NC(=O)CC(NC1CCCCC1)C(=O)O (centres undefined)	0.1	-1.8	0	0.7	0.9	1	-1	5	0.1	1	0
Cc1sc(NC(=O)c2ccco2)c(C(c2cccnc2)N2CCN(C)CC2)c1C (centres undefined)	-1.9	-1.9	-10	1.3	-1.5	2	0	-14	-1.4	-5	3
O=C(Nc1cccc(Cl)c1)N(CCN1CCOCC1)Cc1ccccc1F	-1.5	-1.6	3	-2.6	-0.3	-1	-3	1	-1.2	-3	0
CC(=C/C(=O)O)/C=C/c1ccc([N+](=O)[O-])cc1	-1.1	-0.1	-2	-0.9	-0.1	7	-3	-4	1.4	2	2
CCc1nc2ccc(C(=O)NCc3ccc4c(c3)OCO4)cn2c1N(CC)CCN(C)C	/	-1.2	-2	0.9	1.7	2	3	2	-1.8	2	0
O=C(COC(=O)COc1cccc(Br)c1)Nc1ccc(F)cc1F	0.3	-0.8	-3	1.1	-0.3	-9	0	-13	-0.1	4	-2
CCSc1nnc(NC(NC(C)=O)(C(F)(F)F)C(F)(F)F)s1	-1.0	-0.7	-3	0.2	0.0	-1	-1	5	0.7	2	0
CCOC(=O)c1csc(-c2ccc(OC)c(OC)c2)n1	-0.4	-1.1	-2	0.4	0.1	-1	2	-1	-0.3	2	-7
COc1ccccc1OC(C)C(=O)N1CCc2ccccc21 (centres undefined)	-0.1	-1.0	3	1.1	-1.2	-4	-2	-6	-0.5	6	-2
COc1ccc(NC(=O)CSc2nnc(-c3ccccc3C)n2N)cc1OC	0.0	-1.0	4	1.0	-0.3	-3	-3	-1	-0.2	-7	1
COc1ccc(NS(=O)(=O)c2ccc(N3CCCCC3)c(NC(=O)C(C)NC(N)=O)c2)cc1 (centres undefined)	-0.6	-0.7	-2	-1.5	0.0	-2	-2	0	0.0	-2	7
CCC(=O)Nc1ccc(NC(=O)/C=C/c2ccc(Cl)cc2)cc1	0.3	-1.3	3	-1.1	-0.2	3	0	4	-1.0	4	-1
CN(CC(=O)Nc1ccccc1Sc1ccccc1)C1CCCCC1	-0.6	-1.5	0	-1.8	0.6	-6	-2	-8	-0.6	-1	-1
CC(C)(C)c1ccc(-n2nc(C#N)c(Cl)cc2=O)cc1	/	-2.9	-21	-15	-2.8	-7	-9	-24	-6.4	3	-3
CCOc1ccccc1NC(=O)CSc1nnc(-c2ccncc2)o1	0.0	-0.6	1	0.5	-0.4	-5	1	-8	-0.2	-3	-2
O=C(NCc1cccs1)C1CCC(CNS(=O)(=O)c2cccs2)CC1 (centres undefined)	-0.6	-0.9	3	-2.2	-1.0	-2	2	2	-0.1	3	5
COc1ccc(/C=C2\SC(=N)N(c3ccc(F)cc3)C2=O)cc1	-0.7	-1.8	3	-2.2	-0.3	1	-3	2	-1.4	-3	-22
CS(=O)(=O)N1CCN(c2ccc(NC(=O)c3ccc(-c4ccc(Cl)cc4)o3)cc2)CC1	0.3	-1.1	-3	-0.4	0.4	-4	-2	1	-1.4	3	-6
CCS(=O)(=O)C(C)(CCl)C(=O)Nc1ccc(C(=O)OC)cc1 (centres undefined)	-0.9	-0.8	-1	-0.1	-0.5	-1	3	-6	-1.0	1	-4
CN(Cc1nccs1)C(=O)c1cc(COc2cccc3cnccc23)on1	-1.5	-2.0	-27	-6.0	-8.5	-42	-4	-49	-4.9	-1	5
COc1ccc(-c2ccc(C3C(C#N)=C(N)Oc4n[nH]c(C)c43)o2)cc1 (centres undefined)	-1.5	-1.9	-161	-2.1	-0.4	-12	2	-229	-2.5	-7	22*
O=C(Nc1nnc(C23CC4CC(CC(C4)C2)C3)s1)c1ccco1	1.9	-0.4	-2	3.0	1.2	-5	0	1	-0.4	0	-4
O=C(CCCn1c(=O)[nH]c2ccccc2c1=O)NC1CCCCCC1	-1.3	-0.3	2	-0.5	0.5	-5	-3	2	-1.5	-4	10
Cc1nnc(SCC(=O)OC2CC(C)CCC2C(C)C)[nH]c1=O (centres undefined)	-0.1	-1.0	-2	1.8	0.0	-3	-1	-1	-2.4	-3	4
CCOC(=O)c1sc(NC(=O)CSc2nc(O)c(Cc3ccccc3)c(=O)[nH]2)nc1C	0.1	-2.3	-4	-0.4	0.0	-3	-1	-9	1.3	2	-5
Nc1cc(C(F)(F)F)ccc1-n1cccc1	-0.4	0.2	3	0.4	0.5	3	-2	0	0.5	1	-1
Cc1ccc(C(=O)NCc2cccs2)cc1S(=O)(=O)N1CCCCC1	-0.8	1.2*	-3	-0.5	-0.2	-1	-3	4	-0.8	0	-1
O=C(NCc1cc(C(F)(F)F)cc(C(F)(F)F)c1)C1CC(c2ccc(C(F)(F)F)cc2)=NO1 (centres undefined)	1.4	-1.3	-2	0.4	-0.3	-2	-1	2	-1.4	-2	-5
CN(C)C(C(=O)Nc1cc(Cl)cc(Cl)c1)c1ccccc1 (centres undefined)	0.8	-0.7	6	2.9	-0.7	3	2	-1	-0.6	1	1
Cc1ccc2c(c1)C(=O)C(=O)N2CCCOc1ccccc1C	-1.5	-1.4	-2	-0.8	0.2	3	1	3	-1.6	-1	1
O=S(=O)(NCc1cccnc1)c1ccc2ccccc2c1	-0.7	-1.2	-1	-3.2	-0.5	-4	-2	-7	-2.6	-4	0
Cc1cccc(N(CC(=O)NC2CCCCC2)C(=O)CCCC(=O)Nc2ccccn2)c1C	0.4	-1.0	-2	-0.2	0.6	2	2	-2	-2.4	1	2
CCc1cccc(CC)c1NC(=O)COn1nnc2ccc(C(F)(F)F)cc21	-0.3	-0.8	-3	3.0	0.0	-4	4	1	-0.2	4	2
Fc1cccc(Cc2c(-c3ccccc3)nc3ccc(Cl)cn23)c1	/	-0.9	-2	3.2	4.6*	-2	-1	-8	0.6	-7	-3
COc1ccc(OC)c(C(=O)NC(CC(N)=O)c2ccc(NCCN3CCCCC3)c([N+](=O)[O-])c2)c1 (centres undefined)	0.2	-1.3	3	-0.6	-0.1	-6	-1	-1	-0.3	-11	3
CCS(=O)(=O)N1Cc2ccccc2CC1C(=O)OCC(=O)N(C(C)C)C(C)C (centres undefined)	0.0	-0.8	6	0.3	1.3	1	-1	3	0.5	-3	3
Cc1nc(N2CCCCC2)c2c(-c3cccs3)csc2n1	-1.1	-1.7	-3	-0.2	0.9	-1	1	-6	-2.1	1	7
O=C(NCCO)c1ccccc1O	-0.6	-0.4	-7	-2.2	-1.2	-30	-2	-8	-2.2	-1	-5
C=CCN1[C@@H](Cc2ccccc2)COc2cc(N3CCSCC3)ccc2S1(=O)=O	/	-0.8	-1	-1.8	0.0	0	-6	4	0.0	2	-4
Cc1ccc(-c2csc3nnc(SCC(=O)Nc4cccc(C)n4)n23)cc1	0.6	-1.2	0	-0.2	-0.1	-2	5	-6	0.1	0	5
CCn1c(=O)c([N+](=O)[O-])c(N2CCSCC2)c2ccccc21	-3.0	-1.8	12*	-6.5	-0.8	0	-6	-5	-2.8	-1	-3
CCN1CCN(C(=O)C(N)Cc2ccccc2)CC1 (centres undefined)	2.7	-0.8	3	1.3	0.9	-3	0	-5	2.5	6	2
COc1ccc(-c2nn3c(-c4cccc(C)c4)nnc3s2)cc1OC	0.8	-1.9	0	-0.5	-0.6	-2	1	0	-1.9	-6	20
CCOC(=O)N1CCN(C(=O)NC2CCCCC2)CC1	1.6	-0.8	2	-2.4	0.1	-3	-3	3	-0.1	-3	-5
COc1ccc(CN(CC(=O)NC2CCCC2)C(=O)c2ccc(-c3ccccc3)[nH]2)cc1	0.4	-1.2	-1	0.1	-0.8	4	-4	-1	-2.3	4	3

# (next part)
Compound	DAX1 inh-1	ssDAF12 agonist	PLCg1 inh	hgDAF12 agonist	DAX1 inh-2	ADAM17 inh	SMARCA2 activ	PLC-beta3 inh	hcDAF12 agonist	MBD2 DNA inh	Rev-erbA mod
O=C(Cn1cnc2c(cnn2-c2ccc(F)cc2)c1=O)N1CCCc2ccccc21	-1.7	-1.4	1	-2.4	0.3	0	-3	0	-1.2	-2	-4
CN(C)C(=O)c1c([N+](=O)[O-])ncn1C	0.6	-1.6	-1	0.9	-0.1	-3	-2	0	-0.5	2	1
O=C(NC(c1ccc(Cl)cc1)c1ccsc1)C1CCN(Cc2cccc(C(F)(F)F)c2)CC1 (centres undefined)	/	-0.8	-1	-0.1	-1.2	7	-6	4	-1.1	-2	12
CCOc1c(N2CCOCC2)c(=O)c1=O	-0.3	-1.3	0	-0.8	0.6	1	-4	-3	0.8	4	-4
CCCCC(=O)Nc1ccc2c(c1)nc1n2CCSC1	0.6	-0.5	-83	6.7	1.2	-8	8.1*	-100	1.6	-4	1
Cc1c(C(=O)NCc2ccc(F)cc2)sc(=O)n1Cc1ccccc1F	/	-0.2	0	-0.8	-1.4	2	-2	-2	-3.7	-3	2
Cc1ccc(CNc2nc(Cl)c(C#N)s2)cc1	0.8	-1.7	0	2.6	0.3	3	4	-1	0.1	-4	2
Cc1cccc(-n2nc3c([n+]2[O-])CCc2nonc2-3)c1C	-0.1	-0.8	2	-2.3	-0.2	-1	-1	0	0.2	5	8
O=C(COC(=O)c1ccc([N+](=O)[O-])o1)NC1CCCc2ccccc21 (centres undefined)	0.0	-1.2	-1	1.5	-1.0	-7	-1	-10	-0.1	-1	4
CCOC(=O)N1CCN(C(=O)CCn2c(=S)[nH]c3ccccc3c2=O)CC1	0.6	-1.0	-1	1.4	-0.2	-4	-2	-6	-1.4	2	-8

# An excerpt from above in order of length of the SMILES, largest number first.
Compound	DAX1 inh-1	ssDAF12 agonist	PLCg1 inh	hgDAF12 agonist	DAX1 inh-2	ADAM17 inh	SMARCA2 activ	PLC-beta3 inh	hcDAF12 agonist	MBD2 DNA inh	Rev-erbA mod
O=C(NC(c1ccc(Cl)cc1)c1ccsc1)C1CCN(Cc2cccc(C(F)(F)F)c2)CC1 (centres undefined)	/	-0.8	-1	-0.1	-1.2	7	-6	4	-1.1	-2	12
CCOC(=O)N1CCN(C(=O)CCn2c(=S)[nH]c3ccccc3c2=O)CC1	0.6	-1.0	-1	1.4	-0.2	-4	-2	-6	-1.4	2	-8
CCCCC(=O)Nc1ccc2c(c1)nc1n2CCSC1	0.6	-0.5	-83	6.7	1.2	-8	8.1*	-100	1.6	-4	1

# Compound activity deposited in PubChem BioAssay by several laboratories.
